Screening results (PubChem BioAssay)
CRFR2-BP antag – antagonists of CRF-binding protein/CRF-R2 receptor complex. HEK293 CRF-R2/CRF-BP, CRF-induced calcium fluorescence. inhibition, % at 11.8 µM. hit rate 0.59% among 350,000;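 active = inhibition of the ligand-induced calcium signal above about 50% at the single tested concentration, limit read from the data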
GalR3 antag – human GalR3 antagonism; O60755; HEK293 GalR3-CNG cAMP membrane potential fluorescence; galR3 body fused to GalR1 C-terminus; inhibition, % at 3 µM; hit rate 0.44% among 360,000; AID 651719;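 active = inhibition above the screen-wide average plus 3 SD, cut at about 13% in these data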;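 also: forskolin and galanin both at EC90 stimulate the cells; cAMP rise reported by CNG channel membrane potential dye signal; 0% = forskolin plus galanin with DMSO and 100% = forskolin alone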
Target sequence (O60755 1-299 limits assumed): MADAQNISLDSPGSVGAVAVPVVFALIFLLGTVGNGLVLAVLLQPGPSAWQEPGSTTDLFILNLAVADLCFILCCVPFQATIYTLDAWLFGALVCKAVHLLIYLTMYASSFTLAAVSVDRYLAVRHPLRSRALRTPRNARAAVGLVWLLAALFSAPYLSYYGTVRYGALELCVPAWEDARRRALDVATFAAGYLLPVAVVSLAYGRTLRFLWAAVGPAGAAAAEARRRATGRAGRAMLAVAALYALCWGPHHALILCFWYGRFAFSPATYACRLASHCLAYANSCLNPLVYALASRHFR
CRFBP-R2 agonist – agonists of human CRF-binding protein/CRF-R2 receptor complex; HEK293 CRF-R2/CRF-BP, calcium dye fluorescence (FLIPR); percent of saturating CRF peptide response; activation, % at 13.2 µM; hit rate 0.46% among 350,000; AID 588473;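 active = activation of at least 50%, plus an integration ratio under a set limit after plate pattern correction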;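 also: plate controls were neutral control wells without compound for no effect and CRF at EC100 for full effect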
The depositor's hits bear a star. A portion of the library; rates above refer to the full screens.

Screening Cc1ccc(NC(=O)COC(=O)CC2CC3CCC2C3)cc1S(=O)(=O)N1CCOCC1 (centres undefined) returned CRFR2-BP antag -17, GalR3 antag -2 and CRFBP-R2 agonist -1.1.
`CC(=O)Nc1ccc(S(=O)(=O)Nc2nc(C)nc3sc(C)c(C)c23)cc1` gave CRFR2-BP antag 15, GalR3 antag -6 and CRFBP-R2 agonist -1.2.
Screening CC(C)c1ccc2c(c1)C(N1CCN(C)CC1)Cc1cccnc1S2 (centres undefined) returned CRFR2-BP antag -12, GalR3 antag -9 and CRFBP-R2 agonist -7.1.
CCCn1c(SCC(=O)c2c(N)n(C3CC3)c(=O)[nH]c2=O)nnc1-c1ccncc1 was read as CRFR2-BP antag 7, GalR3 antag -6 and CRFBP-R2 agonist -0.8.
`O=C1NN(c2ccccc2)C(=O)C1=Cc1ccccc1` gave CRFR2-BP antag -61, GalR3 antag -3 and CRFBP-R2 agonist 5.6.
`O=C(OCC(=O)N1CCCC1=O)c1nc(Cl)ccc1Cl` gave CRFR2-BP antag 40, GalR3 antag -1 and CRFBP-R2 agonist -0.6.
`O=C(c1sccc1-c1ccccc1)N1CCN(S(=O)(=O)c2ccccc2F)CC1` gave CRFR2-BP antag -5, GalR3 antag 0 and CRFBP-R2 agonist 1.2.
Screening O=[N+]([O-])c1cccc(COc2ccc(CN3CCCC3)cc2)c1 returned CRFR2-BP antag -15, GalR3 antag -1 and CRFBP-R2 agonist -1.4.
`COc1ccc(CNC(=O)COC(=O)c2sccc2C)cc1OC` gave CRFR2-BP antag 9, GalR3 antag -7 and CRFBP-R2 agonist 0.1.
`O=C(CSc1ccc(S(=O)(=O)N2CCCCC2)cn1)Nc1ccccc1Br` gave CRFR2-BP antag 4, GalR3 antag -2 and CRFBP-R2 agonist -1.0.
`O=C(CNC(=O)COc1ccccc1)NCCN1CCOCC1` gave CRFR2-BP antag 3, GalR3 antag -4 and CRFBP-R2 agonist -1.1.
COCCn1c(N)c(N(Cc2ccccc2)C(=O)C(C)Oc2ccc(Br)cc2)c(=O)[nH]c1=O (centres undefined) was read as CRFR2-BP antag -14, GalR3 antag -10 and CRFBP-R2 agonist 2.6.
`CC(OC(=O)COc1ccccc1Cc1ccccc1)C(=O)N(C)c1ccccc1` (centres undefined) gave CRFR2-BP antag 20, GalR3 antag -7 and CRFBP-R2 agonist 2.0.
Screening Cc1ccc(S(=O)(=O)CC(=O)Nc2sc(C)c(C)c2C(N)=O)cc1 returned CRFR2-BP antag -23, GalR3 antag -3 and CRFBP-R2 agonist 0.5.
Screening CC[C@]12c3[nH]c4cc(-c5ccco5)ccc4c3CCN1C(=O)[C@@H](CC(=O)NCCCn1ccnc1)C[C@@H]2C(=O)N1CCN(C(=O)C2CC2)CC1 returned CRFR2-BP antag -8, GalR3 antag -7 and CRFBP-R2 agonist -1.9.
`COC1OCC(O)C(NC(=O)N(C)N=O)C1O` (centres undefined) gave CRFR2-BP antag 11, GalR3 antag -3 and CRFBP-R2 agonist 7.1.
C[C@]12c3[nH]c4ccc(Cl)cc4c3CCN1C(=O)[C@@H](CC(=O)NCCC1=CCCCC1)C[C@@H]2C(=O)N1CCOCC1 was read as CRFR2-BP antag 14, GalR3 antag -7 and CRFBP-R2 agonist -0.7.
For Cc1cc(C)c2nc(N(CCCN(C)C)C(=O)c3ccc4c(c3)CCCC4)sc2c1 the results were CRFR2-BP antag -19, GalR3 antag -5 and CRFBP-R2 agonist 1.7.
For CCOC(=O)N1CCN(S(=O)(=O)c2ccc(C(=O)N(CCCN(C)C)c3nc4c(C)c(C)ccc4s3)cc2)CC1 the results were CRFR2-BP antag 2, GalR3 antag -2 and CRFBP-R2 agonist 0.3.
For CC(=O)Nc1cccc(OCCCOc2cccc([N+](=O)[O-])c2)c1 the results were CRFR2-BP antag 17, GalR3 antag -7 and CRFBP-R2 agonist -0.5.
For O=C(COC(=O)CNC(=O)c1ccc(Cl)cc1)Nc1ccc(Cl)cn1 the results were CRFR2-BP antag 1, GalR3 antag 0 and CRFBP-R2 agonist 0.3.
For COc1cnn(-c2ccc([N+](=O)[O-])cc2)c(=O)c1Cl the results were CRFR2-BP antag -10, GalR3 antag -1 and CRFBP-R2 agonist -0.1.
For FC(F)(F)c1nc2nccnc2[nH]1 the results were CRFR2-BP antag 8, GalR3 antag -2 and CRFBP-R2 agonist 2.6.
COCCN(Cc1ccccc1)C(=O)c1cccc(S(=O)(=O)N2CCN(c3ccccc3)CC2)c1 was read as CRFR2-BP antag 9, GalR3 antag -5 and CRFBP-R2 agonist 0.2.
CN1CCN(CC(=O)Nc2cccc(S(=O)(=O)N(C)c3ccccc3)c2)CC1 was read as CRFR2-BP antag -13, GalR3 antag -9 and CRFBP-R2 agonist -0.9.
For CC(=O)Nc1ccc2sn(-c3ccccc3)c(=O)c2c1 the results were CRFR2-BP antag 12, GalR3 antag -6 and CRFBP-R2 agonist -2.0.
Screening CC(=O)NC(CC(=O)OCC(=O)N1CCN(S(=O)(=O)c2ccc(Cl)cc2)CC1)c1ccccc1 (centres undefined) returned CRFR2-BP antag 13, GalR3 antag -2 and CRFBP-R2 agonist 0.1.
For Cn1nc(C(=O)Nc2ccc(-n3cnnn3)cc2)c2ccccc2c1=O the results were CRFR2-BP antag -15, GalR3 antag -7 and CRFBP-R2 agonist 4.2.
For Cc1ccc(N(CC(=O)NC(C)C)C(=O)CCC(=O)Nc2ccccn2)c(C)c1 the results were CRFR2-BP antag -10, GalR3 antag -6 and CRFBP-R2 agonist 1.7.
`O=C(O)c1cccc(-n2sc3ccccc3c2=O)c1` gave CRFR2-BP antag 4, GalR3 antag -3 and CRFBP-R2 agonist -1.9.
Screening CCCCN(C(=O)CSCC(=O)Nc1ccc(OC)cc1)c1c(N)n(CCC)c(=O)[nH]c1=O returned CRFR2-BP antag 4, GalR3 antag 6 and CRFBP-R2 agonist 1.4.
`CC1CCCC(NC(=O)COC(=O)/C=C/c2ccc(F)cc2)C1C` (centres undefined) gave CRFR2-BP antag 5, GalR3 antag -6 and CRFBP-R2 agonist 0.2.
For C[C@H](O)[C@@H]1C(=O)N2CCc3ccc(N4CCN(C)CC4)cc3[C@@H]2C[C@@H]1N(C)C(=O)NC1CCCCC1 the results were CRFR2-BP antag 3, GalR3 antag -7 and CRFBP-R2 agonist -0.5.
COc1ccc(C2(C)NC(=O)N(CC(=O)Nc3ccc4c(c3)CCC4)C2=O)cc1OC (centres undefined) was read as CRFR2-BP antag -4, GalR3 antag -5 and CRFBP-R2 agonist -0.5.
Screening Cc1ccc(NC(=O)NC2CC(=O)N(c3ccc4c(c3)OCCO4)C2)cc1C (centres undefined) returned CRFR2-BP antag 3, GalR3 antag -1 and CRFBP-R2 agonist -2.0.
`CCCCCCN(C(=O)CCCCCN1C(=O)NC(c2ccc([N+](=O)[O-])cc2)C(C(=O)OCc2ccccc2)=C1C)C(C(=O)NCCCC)C1CCCCC1` (centres undefined) gave CRFR2-BP antag 11, GalR3 antag -5 and CRFBP-R2 agonist -1.9.
Screening COc1ccc(C(=O)NCCCc2ccccc2)cc1 returned CRFR2-BP antag 12, GalR3 antag -4 and CRFBP-R2 agonist -3.2.
For COc1ccc(CC(=O)OCC(=O)NC(=O)NC2CCCC2)cc1 the results were CRFR2-BP antag 5, GalR3 antag 2 and CRFBP-R2 agonist 0.6.
For COc1ccc([C@H]2CC(=O)C=C(c3ccc4c5c(cccc35)CC4)C2)cc1 the results were CRFR2-BP antag 6, GalR3 antag -4 and CRFBP-R2 agonist -0.3.
`COc1ccc(CN(C)C(=O)c2cccc(NC(=O)CC3SC(N4CCCCC4)=NC3=O)c2)c(OC)c1` (centres undefined) gave CRFR2-BP antag -1, GalR3 antag -7 and CRFBP-R2 agonist 1.8.
Screening CCOc1ccc(NS(=O)(=O)c2ccc(C(=O)NNC(=O)c3ccccc3O)cc2)cc1 returned CRFR2-BP antag -25, GalR3 antag -1 and CRFBP-R2 agonist 0.5.
Screening COc1ccc(C2CC(c3ccccc3)=NN2C(=O)CSc2nnnn2-c2cccc(C)c2)cc1 (centres undefined) returned CRFR2-BP antag 28, GalR3 antag -3 and CRFBP-R2 agonist 7.0.
CCc1nnc(NC(=O)CN2C(=O)N(C)C3(CCCCC3)C2=O)s1 was read as CRFR2-BP antag -5, GalR3 antag -5 and CRFBP-R2 agonist 0.8.
Screening CC(O)[C@H]1CNCCN1CCc1cccc2ccccc12 (some centres undefined) returned CRFR2-BP antag 1, GalR3 antag -4 and CRFBP-R2 agonist 0.0.
O=[N+]([O-])c1ccc(COc2cccc(CN3CCOCC3)c2)cc1 was read as CRFR2-BP antag 11, GalR3 antag -4 and CRFBP-R2 agonist -2.5.

Among those listed so far, 5 have a nitro group on carbon.
Screening O=[N+]([O-])c1cccc(COc2ccc(CN3CCCC3)cc2)c1 returned CRFR2-BP antag -15, GalR3 antag -1 and CRFBP-R2 agonist -1.4.
For CC(=O)Nc1cccc(OCCCOc2cccc([N+](=O)[O-])c2)c1 the results were CRFR2-BP antag 17, GalR3 antag -7 and CRFBP-R2 agonist -0.5.
For COc1cnn(-c2ccc([N+](=O)[O-])cc2)c(=O)c1Cl the results were CRFR2-BP antag -10, GalR3 antag -1 and CRFBP-R2 agonist -0.1.
`CCCCCCN(C(=O)CCCCCN1C(=O)NC(c2ccc([N+](=O)[O-])cc2)C(C(=O)OCc2ccccc2)=C1C)C(C(=O)NCCCC)C1CCCCC1` (centres undefined) gave CRFR2-BP antag 11, GalR3 antag -5 and CRFBP-R2 agonist -1.9.
O=[N+]([O-])c1ccc(COc2cccc(CN3CCOCC3)c2)cc1 was read as CRFR2-BP antag 11, GalR3 antag -4 and CRFBP-R2 agonist -2.5.

Back to the main list; the two compounds before the break are reprinted first.
Screening CC(O)[C@H]1CNCCN1CCc1cccc2ccccc12 (some centres undefined) returned CRFR2-BP antag 1, GalR3 antag -4 and CRFBP-R2 agonist 0.0.
O=[N+]([O-])c1ccc(COc2cccc(CN3CCOCC3)c2)cc1 was read as CRFR2-BP antag 11, GalR3 antag -4 and CRFBP-R2 agonist -2.5.
CCCCN(C(=O)CSCc1c(C)noc1C)c1c(N)n(CCCC)c(=O)[nH]c1=O was read as CRFR2-BP antag 2, GalR3 antag -4 and CRFBP-R2 agonist 0.2.
For CN(CC1COc2ccccc2O1)C(=O)CSc1ncccn1 (centres undefined) the results were CRFR2-BP antag 14, GalR3 antag -2 and CRFBP-R2 agonist -3.7.
Screening NC(=S)NN=C1CCSCC1 returned CRFR2-BP antag 2, GalR3 antag -2 and CRFBP-R2 agonist 0.5.
For CCOc1cc(C(=O)NCC(C)(C)CNC(=O)c2cc(OCC)c(OCC)c(OCC)c2)cc(OCC)c1OCC the results were CRFR2-BP antag 8, GalR3 antag 6 and CRFBP-R2 agonist -7.0.
CCc1nnc(NC(=O)CCS(=O)(=O)c2ccc(C)cc2)s1 was read as CRFR2-BP antag 14, GalR3 antag -7 and CRFBP-R2 agonist -1.7.
Screening COc1cccc(NC(=O)c2ccccc2NC(=O)c2ccncc2)c1 returned CRFR2-BP antag -4, GalR3 antag 3 and CRFBP-R2 agonist 0.3.
For COc1cccc(C(CNc2ccc(S(=O)(=O)N3CCN(C)CC3)cc2[N+](=O)[O-])N(C)C)c1 (centres undefined) the results were CRFR2-BP antag 4, GalR3 antag -2 and CRFBP-R2 agonist -0.3.
For NC(=O)c1ccsc1NC(=O)COC(=O)[C@@H]1CCCN1C(=O)c1cccs1 the results were CRFR2-BP antag 4, GalR3 antag -7 and CRFBP-R2 agonist -2.2.
`O=C(CN1CCN(C(=O)CNC(=O)c2ccc(-c3ccccc3)cc2)CC1)Nc1ccccc1Cl` gave CRFR2-BP antag 9, GalR3 antag -6 and CRFBP-R2 agonist 2.6.
CCOC(=O)C1CCN(C(=O)c2ccc(S(=O)(=O)Nc3ccccc3Cl)cc2)CC1 was read as CRFR2-BP antag -1, GalR3 antag -6 and CRFBP-R2 agonist 1.1.
For CC(C)(O)/C=C/C[C@](C)(O)C1CC[C@]2(C)C1[C@H](O[C@H]1O[C@@H](CO)[C@H](O)[C@@H](O)[C@@H]1O)CC1[C@@]3(C)CC[C@H](O)C(C)(C)C3[C@@H](O)C[C@]12C (some centres undefined) the results were CRFR2-BP antag 3, GalR3 antag -2 and CRFBP-R2 agonist -0.6.
For O=C(COc1ccccc1F)N1N=C(c2cccs2)CC1c1ccco1 (centres undefined) the results were CRFR2-BP antag 0, GalR3 antag -4 and CRFBP-R2 agonist 1.0.
Screening NC(=O)C1CC2(C1)CC(C(N)=O)C2 (centres undefined) returned CRFR2-BP antag 10, GalR3 antag -4 and CRFBP-R2 agonist -2.2.
`Cn1c(=O)c2c(ncn2CC(=O)OCC(=O)c2ccc(OC(F)F)cc2OC(F)F)n(C)c1=O` gave CRFR2-BP antag 12, GalR3 antag -6 and CRFBP-R2 agonist -2.8.
Screening COc1ccc(CNC(=S)Nc2cccc(Cl)c2)cc1 returned CRFR2-BP antag 7, GalR3 antag 3 and CRFBP-R2 agonist -1.8.
O=C(C=Cc1ccccc1O)c1ccccc1O was read as CRFR2-BP antag -18, GalR3 antag -5 and CRFBP-R2 agonist 1.8.
Screening C[C@H]1NC(=O)[C@]2(C)[C@@H](c3ccccc3)[C@H]3COc4ccccc4[C@@H]3N2C1=O returned CRFR2-BP antag 9, GalR3 antag 1 and CRFBP-R2 agonist -0.8.
Screening C/C(=N\NC(=O)c1ccc(-n2cnnn2)cc1)c1ccc(C)cc1 returned CRFR2-BP antag -8, GalR3 antag -4 and CRFBP-R2 agonist 0.5.
Cc1ccc([C@@H]2CC=C(C(=O)O)[C@H](c3ccc(F)cc3)N2S(=O)(=O)c2ccccc2C)cc1 was read as CRFR2-BP antag 10, GalR3 antag -6 and CRFBP-R2 agonist 6.4.
